# Screens from PubChem.
# KOR beta-arrestin-1 = KOR antagonists, beta-arrestin recruitment, cell-based, luminescence, uHTS (AID 1778); KOR beta-arrestin recruitment, luminescence, antagonist mode; higher % means a stronger effect; inhibition, % at 10 µM, or IC50 in µM where a hit was titrated; 290,000 compounds, 0.091% hits; in the data active = inhibition above about 50%; also: strong numbers were not always called active
# HIV fusion peptide = cell-free HIV fusion peptide-binding blockers – biochemical, uHTS, fluorescence dequenching, primary screen (AID 1986) | cell-free peptide binding, fluorescence dequenching, 30 min; higher % means a stronger effect | 290,000 compounds, 0.3% hits | inhibition, % at 20 µM, or IC50 in µM where a hit was titrated; in the data active = inhibition mostly above about 52%, no sharp cut-off; inactive = mostly below about 76%; also: some results filed as inactive read as strong as hits
# NOD1 NF-kB reporter = inhibition of NOD1-driven NF-kB reporter – cell-based, luminescence, uHTS, primary screen (AID 1578) | NOD1-driven NF-kB luciferase reporter cells, luminescence; higher % means a stronger effect | 290,000 compounds, 1% hits | one-dose inhibition, % at 4 µM; EC50 in µM for titrated hits; in the data active = inhibition mostly above about 36%, no sharp cut-off; inactive = mostly below about 34%;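 also: HEK-293T reporter cells stimulated with the NOD1 agonist gamma-tri-DAP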
# KOR beta-arrestin-2 = kappa opioid receptor activators – cell-based, luminescence, uHTS, primary screen (AID 1777) | 280,000 compounds, 0.02% hits | one-dose activation, % at 10 µM; EC50 in µM for titrated hits | KOR beta-arrestin recruitment, luminescence; higher % means a stronger effect; in the data active = activation above about 50%, passing the limit was not always enough; also: a part of the inactive calls stands beside numbers as strong as those of hits
# GPR35 arrestin U2OS = inhibition of zaprinast-stimulated GPR35 beta-arrestin translocation – imaging, U2OS, beta-arrestin-GFP, zaprinast agonist, primary screen (AID 2058); U2OS GPR35 beta-arrestin-GFP translocation imaging, zaprinast antagonism; higher % means a stronger effect; inhibition, % at 10 µM, or IC50 in µM where a hit was titrated; 290,000 compounds, 0.052% hits;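 active = inhibition of at least 50% with at least 30 cells and total cytoplasm GFP at most 10,000,000; inconclusive = under 30 cells or total GFP of 10,000,000 plus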
# AID2073 = disruptors of CaV2.2 binding to Mint1 – biochemical, HTRF (AID 2073) | HTRF protein-protein interaction, Mint1-CaV2.2; higher % means a stronger effect | inhibition, % at 20 µM, or IC50 in µM where a hit was titrated | 290,000 compounds, 0.19% hits; in the data active = inhibition mostly above about 51%, no sharp cut-off; inconclusive = no clear call, values can overlap the other calls; inactive = mostly below about 53%; also: some results filed as inactive read as strong as hits
# GPR55 antagonists = GPR55 antagonists blocking LPI-driven arrestin recruitment, primary screen, imaging, U2OS, beta-arrestin-GFP, LPI agonist (AID 2013). U2OS GPR55 beta-arrestin-GFP translocation imaging, LPI antagonism; higher % means a stronger effect. one-dose inhibition, % at 10 µM; IC50 in µM for titrated hits. 290,000 compounds, 0.13% hits;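 active = spots per cell inhibited over 60%, with over 100 cells counted and total cytoplasm intensity under 500,000; inconclusive = wells with under 100 cells, flagged as likely toxic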;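 also: U2OS cells stably carrying GPR55 and arrestin-GFP stimulated by 5 µM LPI near EC80; imaged beta-arrestin-GFP aggregate spots per cell after agonist stimulation; plate controls were LPI-stimulated DMSO wells for no effect and DMSO wells without LPI for full effect; some results filed as inactive read as strong as hits; confirmed hits need IC50 under 10 µM and bright autofluorescent wells are also inconclusive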
# GPR55 activation = GPR55 agonists via beta-arrestin recruitment, primary screen, imaging, U2OS cells, beta-arrestin-GFP redistribution (AID 1961); U2OS GPR55 beta-arrestin-GFP redistribution imaging; higher % means a stronger effect; activation, % at 10 µM; hits with a dose series show EC50 in µM; 290,000 compounds, 0.048% hits;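 active = activation above 40% with more than 50 cells counted in the well; inconclusive = wells holding fewer than 50 cells, flagged as toxic or sparse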;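 also: U2OS osteosarcoma cells stably expressing GPR55 and beta-arrestin-GFP; plate controls were DMSO negative control for no effect and LPI positive control for full effect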
# Siah-1 displacement = blockers of Siah-1 interaction with plectin peptide – biochemical, fluorescence polarization, rhodamine-plectin, uHTS, primary screen (AID 1817); Siah-1 / rhodamine-plectin peptide fluorescence polarization; higher % means a stronger effect; displacement, % at 20 µM, or IC50 in µM where a hit was titrated; 290,000 compounds, 0.02% hits;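 active = displacement of at least 50% at 20 µM, with a fluorescence ratio check between 0.3 and a set limit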;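 also: plate controls were Siah plus tracer with DMSO for no effect and tracer alone without Siah for full effect; strong numbers were not always called active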
# The depositor's hits bear a star; ? = inconclusive; / = not tested or not shown; [ ] = dose if it differs, or a comment. These rows are one share of the data (hit frequency here may not be typical).
compound	KOR beta-arrestin-1	HIV fusion peptide	NOD1 NF-kB reporter	KOR beta-arrestin-2	GPR35 arrestin U2OS	AID2073	GPR55 antagonists	GPR55 activation	Siah-1 displacement
COC(=O)c1cnc(Oc2ccc(NC(=O)NC(=O)c3ccccc3Cl)cc2)cc1C(F)(F)F	17.2%	-1.3%	-2.6%	-3.7%	-4.9%	14.6%	-3.9%	-0.4%	0.9%
C=C(C(=O)c1ccccc1)C(c1ccccc1)C(C)C(=O)c1ccccc1 (configuration not stated)	54.0%	-2.2%	44.3%	-0.1%	26.9%	-1.6%	16.9%	?	9.3%
S=c1c2c(nc3nc[nH]n13)CCC2	-7.8%	-1.5%	-7.5%	4.7%	7.7%	-67.1%	6.3%	-0.2%	0.0%
COc1ccccc1CN1CCNC(=O)C1CC(=O)N(C)Cc1ccon1 (configuration not stated)	9.3%	-0.8%	-16.6%	-2.6%	2.1%	?	4.0%	0.3%	2.7%
O=C(c1cn(-c2ccccc2)nc1-c1cccc([N+](=O)[O-])c1)N1CCCCC1	-36.2%[20 µM]	-0.6%	-38.6%	11.2%	7.4%	-12.4%	0.3%	-0.1%	-1.8%
CC(=O)N1c2ccc(S(=O)(=O)N3CCC(C(=O)N4CCN(c5cc(Cl)ccc5C)CC4)CC3)cc2CC1C (configuration not stated)	-25.3%	2.0%	34.1%	5.2%	-19.7%	18.1%	-5.6%	0.0%	1.2%
COCCNC(=O)Nc1ccc2c(c1)N(C)C(=O)c1ccccc1S2	25.4%	-1.3%	-6.1%	-4.5%	6.3%	0.4%	-7.4%	0.3%	-4.7%
COc1ccc(C(CC(=O)NCc2ccco2)c2ccc(F)cc2)cc1 (configuration not stated)	25.6%	-0.2%	-0.8%	2.1%	10.4%	1.8%	16.7%	-0.1%	-0.6%
Cc1cccc(OC(=O)c2ccc3nccnc3c2)c1	10.6%	1.7%	9.8%	2.3%	4.9%	-0.4%	-3.2%	0.2%	-3.0%
CN1C(=O)CC(C(=O)Nc2ccccc2F)SC1=Nc1ccc2c(c1)OCO2 (configuration not stated)	-15.5%	-0.5%	-38.1%	0.3%	3.2%	-3.1%	4.3%	0.1%	-0.1%
CC(=O)c1cccc(NC(=O)/C(=C\c2ccco2)NC(=O)c2ccco2)c1	-19.5%	-0.3%	-31.9%	-1.3%	-5.7%	-10.4%	14.6%	-0.2%	5.2%
COc1cccc(N(CC(=O)NCCSc2ccccn2)S(=O)(=O)c2ccccc2)c1	-20.6%	0.5%	-22.5%	4.4%	11.3%	-3.7%	-8.4%	/	12.2%
Cc1ccc(S(=O)(=O)N/N=C\c2cn(CC(N)=O)c3ccccc23)cc1C	12.2%	-0.3%	-1.3%	-3.9%	-1.9%	?	16.9%	0.2%	11.1%
O=C(Nc1ncc2c(n1)-c1ccccc1OC2)c1ccc(Cl)cc1Cl	-14.8%	-1.1%	1.1%	-1.0%	16.2%	-6.0%	13.7%	-0.3%	4.7%
Cc1cc(C(=O)Nc2cnc3ccccc3c2)ccc1[N+](=O)[O-]	7.6%	-2.2%	-61.2%	1.2%	-7.5%	8.8%	-1.7%	-0.5%	7.7%
Cc1cc(C)n2nc(SCCC(=O)NCc3ccccc3)nc2n1	23.5%	0.0%	-24.4%	-4.7%	-19.4%	2.9%	-16.5%	0.2%	0.4%
COc1cc2c(C(=O)O)c(C)n(CC(C)C)c2c2ccccc12	-43.1%	0.9%	-13.4%	2.1%	-17.6%	-11.3%	11.0%	-0.3%	-2.8%
c1ccc2c(COn3nnc4ccccc43)cccc2c1	5.8%	-1.7%	-29.0%	-5.6%	18.1%	-4.6%	16.0%	-0.1%	-6.2%
COc1ccc(CCNc2oc(-c3ccccc3OC)nc2C#N)cc1OC	-23.5%	-1.4%	-19.8%	-3.7%	-8.0%	9.5%	2.5%	0.1%	8.5%
COc1ccc(OC(=O)N2CCOCC2)cc1	-30.0%[20 µM]	1.3%	-16.5%	4.6%	5.9%	1.1%	12.4%	0.7%	8.3%

# Going on with the list.
compound	KOR beta-arrestin-1	HIV fusion peptide	NOD1 NF-kB reporter	KOR beta-arrestin-2	GPR35 arrestin U2OS	AID2073	GPR55 antagonists	GPR55 activation	Siah-1 displacement
CCCn1c(SCC(=O)NCCc2ccc(OC)c(OC)c2)nc2c1c(=O)n(C)c(=O)n2C	-12.5%	-2.0%	-11.5%	0.6%	2.6%	-5.5%	-4.7%	-0.2%	5.3%
Cc1nc(NC(=O)CSC2=NCCS2)sc1C(=O)N(C)C	-22.6%	-0.9%	6.7%	5.2%	2.2%	0.9%	-28.3%	0.0%	-3.7%
COc1ccc(NC(=O)c2c([N+](=O)[O-])c(C(C)(C)C)nn2C)cc1	-12.5%	1.4%	-3.7%	0.0%	-9.0%	-2.7%	-0.2%	-0.2%	-4.3%
O=C(O)C1CCCN1C(=O)c1cccs1 (configuration not stated)	36.1%	-0.6%	-37.9%	0.0%	-1.6%	-1.5%	9.3%	-0.1%	11.2%
O=C(Nc1ccccc1-c1ccccc1)c1cc(C(F)(F)F)cc(C(F)(F)F)c1	-2.3%	2.4%	-32.4%	13.0%	7.9%	5.0%	-4.7%	-0.1%	-3.8%
CC(C)(O)C#Cc1ccc(C(=O)N2CCC(C(N)=O)(N3CCCCC3)CC2)cc1	-22.0%	0.0%	-19.7%	5.4%	-12.7%	1.5%	0.3%	-0.2%	-0.5%
COc1ccc(OCC(O)CNS(=O)(=O)c2ccc(C)cc2)cc1 (configuration not stated)	-8.6%	-0.2%	-10.7%	-1.0%	-8.4%	1.1%	3.2%	-0.4%	15.3%
Cc1cc(Cl)ccc1N=C1N=C(N)c2ccccc21	33.1%	-1.9%	-6.8%	-2.5%	-10.3%	-3.2%	-26.8%	1.9%	25.2%
COc1ccccc1NC(=O)C/C(C)=N/NC(=O)C12CC3CC(CC(C3)C1)C2	28.5%	-1.7%	-38.3%	1.0%	-5.2%	1.1%	7.9%	3.9%	-0.1%
COc1ccc(NC(=O)NS(=O)(=O)c2ccc(C)cc2)c(OC)c1	20.2%	1.0%	-30.6%	5.8%	0.3%	-6.2%	-2.2%	1.2%	10.1%
N#Cc1c(N)n(-c2ccc(C(=O)O)cc2)c2nc3ccccc3nc12	5.6%	7.7%	-0.8%	-3.4%	4.8%	38.6%	4.5%	-0.3%	-3.0%
COc1ccc(-c2cc(C(F)(F)F)c(C#N)c(=O)[nH]2)cc1	9.1%	8.5%	-9.4%	3.3%	-3.1%	1.6%	-4.1%	1.7%	4.3%
Cc1ccc(NC(=O)C(C)N2C(=O)c3ccccc3C2=O)cc1 (configuration not stated)	-20.1%	0.2%	-18.7%	4.7%	7.7%	7.1%	-16.0%	0.7%	-2.1%
CCC(C)(NC(=O)c1cccc(N2C(=O)CSC2c2ccccc2)c1)C(=O)Nc1ccccc1C (configuration not stated)	9.8%	-2.9%	/	-2.4%	6.4%	-4.0%	-0.7%	-0.1%	-0.5%
COc1ccc(-n2c(Cc3cccn3C)nnc2SCC(=O)Nc2ccc(C)cc2)cc1	-16.1%	1.1%	18.6%	-1.1%	14.2%	-4.3%	2.4%	-0.1%	5.4%
O=C1NC2(CCCC2)N=C1c1ccc(Cl)cc1	-1.8%	-3.6%	-24.4%	0.8%	8.4%	-0.5%	12.8%	-0.1%	4.6%
Cc1ccc(C2C(C#N)=C(N)Oc3cc4c(cc32)OCO4)cc1 (configuration not stated)	-77.3%	-0.3%	29.1%	12.4%	-10.0%	2.6%	1.2%	-0.1%	-4.6%
O=c1cc(N2CCCCC2)c(-c2ccccc2)nn1Cc1cccc(Cl)c1	-3.8%	-0.5%	11.3%	0.3%	30.2%	1.8%	-2.6%	0.0%	-1.6%
COc1cccc(C(C(=O)NCC2CCCO2)N(C(=O)Cn2nnc3ccccc32)c2ccc(NC(C)=O)cc2)c1OC (configuration not stated)	-17.1%	0.0%	-15.3%	-0.3%	5.6%	-6.0%	-11.3%	0.2%	-2.1%
CO/N=C/NC(=O)c1c(OC)ccnc1Oc1ccccc1	-30.7%	0.8%	-3.5%	1.5%	-1.5%	8.3%	3.2%	0.0%	-5.3%

# Some of these compounds in order of the KOR beta-arrestin-1 value, smallest number first.
SMILES | KOR beta-arrestin-1
Cc1nc(NC(=O)CSC2=NCCS2)sc1C(=O)N(C)C | -22.6%
O=C(Nc1ccccc1-c1ccccc1)c1cc(C(F)(F)F)cc(C(F)(F)F)c1 | -2.3%
CCC(C)(NC(=O)c1cccc(N2C(=O)CSC2c2ccccc2)c1)C(=O)Nc1ccccc1C (configuration not stated) | 9.8%

# Next section:
compound	KOR beta-arrestin-1	HIV fusion peptide	NOD1 NF-kB reporter	KOR beta-arrestin-2	GPR35 arrestin U2OS	AID2073	GPR55 antagonists	GPR55 activation	Siah-1 displacement
Cc1cnc(NC(=O)c2cccc(S(=O)(=O)N3CC(C)OC(C)C3)c2)s1 (configuration not stated)	8.6%	-1.3%	-9.3%	-5.7%	2.7%	-2.0%	-3.2%	0.3%	-4.6%
O=C(CNC(=O)C(c1ccccc1)c1ccccc1)OCC(=O)c1cccs1	-28.1%	1.0%	2.1%	3.4%	-10.2%	20.3%	-7.6%	-0.4%	2.6%
COc1cc(Cc2nccc3cc(OC)c(OC)cc23)c(S(=O)(=O)O)cc1OC	-19.5%	1.3%	-2.5%	2.5%	-3.8%	1.1%	4.2%	0.2%	4.3%
NC(=NCCc1c[nH]c2ccccc12)NS(=O)(=O)c1ccc(F)cc1	4.2%	-2.0%	2.3%	-1.4%	-5.7%	0.8%	4.6%	0.2%	-4.9%
CC1CN(CC(O)COc2ccccc2C(C)(C)C)CC(C)O1 (configuration not stated)	13.4%	-0.3%	-10.4%	-2.7%	19.1%	43.6%	5.7%	-0.1%	0.2%
COc1ccc(NC(=O)N[C@@H](Cc2ccccc2)C(=O)NN)cc1	17.1%	0.6%	0.7%	-0.8%	-12.2%	1.7%	13.0%	0.2%	8.7%
NC(=O)CSc1nc2ccccc2c(=O)n1-c1ccccc1	-18.1%[20 µM]	1.3%	-29.2%	1.3%	-12.6%	5.7%	7.4%	0.0%	4.4%
COc1ccc(O[C@H]2C=C[C@@H](c3ccccc3)O[C@@H]2COC(=O)CC/C(C)=N/OC[C@@H](O)COCc2ccco2)cc1	-19.8%	2.3%	-30.3%	1.8%	13.2%	15.7%	14.2%	0.1%	0.3%
